# Pf Dd2 inh = P. falciparum Dd2 growth inhibitors, primary screen, SYBR Green fluorescence, single dose replicates; activity change, % at 10 µM; 94,000 compounds, 2.3% hits; 72 h; stronger effect = lower value; in the data active = activity change below about -80%
# C diff HTS = C. difficile growth inhibitors, primary screen, HTS | Clostridium difficile clinical isolate growth, OD600, 24 h; stronger effect = lower value | growth activity, negative = inhibition, % at 16 µg/mL (by protocol) | 86,000 compounds, 0.25% hits | AID 1259249, 2017;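 active = mean growth activity at or below -80% and every replicate also at or below -80%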;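 note: 0% = DMSO wells and -100% = levofloxacin 16 µg/mL wells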
# T cruzi growth = T. cruzi intracellular proliferation inhibitors, primary screen, cell-based, beta-gal Tulahuen parasites, NIH3T3 host, luminescence | T. cruzi beta-gal in NIH3T3, GalScreen luminescence, 90 h | 77,000 compounds, 5.9% hits | AID 624255, 2012 | inhibition, % at 8.34 µM;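 active = mean inhibition above about 93%, with at least 55% of replicates each passing it, limit read from the data, passing the limit was not always enough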
# GASC1 inh = inhibitors of GASC-1 (KDM4C) histone demethylase, primary screen, biochemical, single concentration HTS; Lysine-specific demethylase 4C (Homo sapiens), Q9H3R0; GST-KDM4C 2-372, H3K9me3 peptide, LANCE TR-FRET; inhibition, % at 12.5 µM; 96,000 compounds, 0.15% hits; AID 720574, 2013;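 active = mean replicate inhibition above about 25%, with at least 55% of replicates also reaching it, limit read from the data, passing the limit was not always enough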
# Target sequence (Q9H3R0 2-372 limits assumed): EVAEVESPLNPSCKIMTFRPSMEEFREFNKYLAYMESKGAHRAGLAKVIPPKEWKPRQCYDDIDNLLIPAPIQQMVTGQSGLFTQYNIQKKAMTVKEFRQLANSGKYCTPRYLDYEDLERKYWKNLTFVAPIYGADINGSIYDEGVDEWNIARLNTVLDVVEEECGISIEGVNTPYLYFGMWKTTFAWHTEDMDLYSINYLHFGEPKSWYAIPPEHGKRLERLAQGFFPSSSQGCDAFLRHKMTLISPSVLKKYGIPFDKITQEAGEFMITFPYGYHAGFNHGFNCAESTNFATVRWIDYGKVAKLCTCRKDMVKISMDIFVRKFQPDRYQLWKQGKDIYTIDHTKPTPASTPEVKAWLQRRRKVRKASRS
#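 Assay system: GST-GASC-1 enzyme fragment 2-372 | Amount: 10 nM enzyme | Medium: HEPES buffer, pH 7.5, plus ascorbate | Reagent: H3K9me3 peptide substrate, Fe(II), 2-oxoglutarate | Doses: Single-point compound screen | Incubation: 30 min demethylation and 1 h detection at room temperature | Measured by: LANCE TR-FRET, excitation 340 nm, emissions 618 and 671 nm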
# * hit, by the source's call; / = no result given; & = joins results of further samples.
molecule	Pf Dd2 inh	C diff HTS	T cruzi growth	GASC1 inh
C[C@@H]1CN([C@@H](C)CO)S(=O)(=O)c2ccc(-c3cccc(F)c3)cc2O[C@H]1CN(C)S(=O)(=O)c1ccc(F)cc1	-78	9	113*	1.0
O=C(C1CCCC1)N1CC[C@@H]2[C@H]1c1cc(-c3cccc(F)c3)ccc1N[C@@H]2CO	-82*	60	/	12
C[C@H]1CCCCO[C@H](CN(C)C(=O)Nc2cccc3ccccc23)[C@@H](C)CN([C@@H](C)CO)C(=O)c2cc(NS(C)(=O)=O)ccc2O1	-66	-16	33	1.3
COc1ccc(NC(=O)N(C)C[C@H]2OCCCC[C@@H](C)Oc3ccc(NC(=O)Nc4ccccc4)cc3C(=O)N([C@H](C)CO)C[C@@H]2C)cc1	-9	2	23	-1.5
COC(=O)[C@@H]1[C@@H](CO)[C@@H]2Cn3c(ccc(C4=CCCC4)c3=O)[C@@H]2N1C(=O)C1CCCC1	9	-2	58	3.2
C[C@@H]1CN([C@@H](C)CO)C(=O)c2cc(NS(=O)(=O)c3cn(C)cn3)ccc2O[C@@H](C)CCCCO[C@@H]1CN(C)C(=O)c1ccncc1	23	3	13	-3.5
Cc1cccc(S(=O)(=O)N2CC[C@@H]3[C@H](CO)Nc4ccc(C#Cc5cccnc5)cc4[C@@H]32)c1	-39	0	68	-0.9
CO[C@H]1CN(C)C(=O)c2cc(NS(=O)(=O)c3ccccc3Cl)ccc2OC[C@@H](C)NC[C@@H]1C	21	/	9	1.1
C[C@@H]1CN([C@H](C)CO)C(=O)Cc2cc(NC(=O)CCCCCC(=O)Nc3ccccc3N)ccc2O[C@H]1CN(C)Cc1ccc(Cl)c(Cl)c1	-71	0	/	1.9
CO[C@H](CN(C)Cc1ccc2c(c1)OCO2)[C@H](C)CN(C(=O)Nc1ccc(F)cc1)[C@@H](C)CO	-11	/	-41	0.0
C[C@@H]1CN([C@H](C)CO)C(=O)c2cc(NS(C)(=O)=O)ccc2O[C@H]1CN(C)S(=O)(=O)c1ccc(F)cc1	1	-9	60	0.8
CCN1[C@@H]2c3ccc(-c4ccccc4OC)c(=O)n3C[C@@H]2[C@@H](CO)[C@@H]1C(=O)NCc1ccc(F)cc1	/	-4	72	3.0
COc1cccc(S(=O)(=O)N[C@H]2C=C[C@H](CC(=O)NCc3ccc(F)cc3)O[C@H]2CO)c1	10	/	3	1.0
CCCN(C)C[C@H]1OCCCC[C@@H](C)Oc2ccc(NS(=O)(=O)c3cn(C)cn3)cc2C(=O)N([C@@H](C)CO)C[C@H]1C	/	-2	-5	1.5
COCC(=O)N1CC[C@H]2[C@H](CO)Nc3ccc(-c4cccc(C(=O)N(C)C)c4)cc3[C@H]21	14	2	45	0.3
C[C@H]1CN([C@@H](C)CO)C(=O)c2c(c3ccccc3n2C)-c2ccccc2CO[C@H]1CN(C)Cc1ccc2c(c1)OCO2	-21	-4	/	0.1
O=C(NC1CCCC1)[C@@H]1[C@@H](CO)[C@@H]2Cn3c(ccc(-c4ccncc4)c3=O)[C@@H]2N1CCc1ccccc1	-16	-1	67	-0.1
C[C@@H]1CN([C@H](C)CO)C(=O)Cc2cc(NS(=O)(=O)c3ccc(F)cc3)ccc2O[C@H]1CN(C)C(=O)Nc1ccc(C(F)(F)F)cc1	-16	1	25	-0.3
COCC(=O)N1CC2(C1)CN(C(=O)CN1CCOCC1)[C@H](CO)c1c2c2ccc(OC)cc2n1C	-73	0	/	-0.6
CC(=O)Nc1ccc2c(c1)C(=O)N(C)[C@H]1CC[C@H](CC(=O)Nc3cccc(C(C)C)c3)O[C@@H]1CO2	5	5	-5	-0.2

# Shown with two lines to a compound: 6 of the compounds above.
# Values run as follows: Pf Dd2 inh	C diff HTS	T cruzi growth	GASC1 inh
- COCC(=O)N1CC[C@H]2[C@H](CO)Nc3ccc(-c4cccc(C(=O)N(C)C)c4)cc3[C@H]21
  14	2	45	0.3
- C[C@H]1CN([C@@H](C)CO)C(=O)c2c(c3ccccc3n2C)-c2ccccc2CO[C@H]1CN(C)Cc1ccc2c(c1)OCO2
  -21	-4	/	0.1
- O=C(NC1CCCC1)[C@@H]1[C@@H](CO)[C@@H]2Cn3c(ccc(-c4ccncc4)c3=O)[C@@H]2N1CCc1ccccc1
  -16	-1	67	-0.1
- C[C@@H]1CN([C@H](C)CO)C(=O)Cc2cc(NS(=O)(=O)c3ccc(F)cc3)ccc2O[C@H]1CN(C)C(=O)Nc1ccc(C(F)(F)F)cc1
  -16	1	25	-0.3
- COCC(=O)N1CC2(C1)CN(C(=O)CN1CCOCC1)[C@H](CO)c1c2c2ccc(OC)cc2n1C
  -73	0	/	-0.6
- CC(=O)Nc1ccc2c(c1)C(=O)N(C)[C@H]1CC[C@H](CC(=O)Nc3cccc(C(C)C)c3)O[C@@H]1CO2
  5	5	-5	-0.2

# More compounds.
molecule	Pf Dd2 inh	C diff HTS	T cruzi growth	GASC1 inh
COCC#Cc1ccc2c(c1)O[C@H](CN(C)C(=O)C1CCOCC1)[C@@H](C)CN([C@H](C)CO)S2(=O)=O	13	2	7	-0.5
CN(C)C(=O)c1cccc(-c2ccc3c(c2)[C@H]2[C@H](CCN2C(=O)C2CCOCC2)[C@H](CO)N3)c1	8	5	92	1.2
Cc1ccccc1S(=O)(=O)N1CCCCN2[C@H](C1)[C@H](c1ccc(-c3cccc(F)c3)cc1)[C@@H]2CO	-33	39	103*	-1.2
C[C@@H]1CCCCO[C@@H](CN(C)S(=O)(=O)c2ccccc2)[C@@H](C)CN([C@H](C)CO)C(=O)c2cc(NC(=O)C3CCCCC3)ccc2O1	-69	-5	21	0.0
C[C@@H]1CN([C@H](C)CO)C(=O)c2cc(NC(=O)Nc3ccc(C(F)(F)F)cc3)ccc2O[C@@H](C)CCCCO[C@@H]1CN(C)Cc1ccccc1	-50	29	82	-2.9
O=C(C[C@H]1CC[C@@H](NS(=O)(=O)c2ccccc2)[C@@H](CO)O1)N1CCc2ccccc2C1	5	-4	-75	-0.1
CCC(=O)N1C[C@@H]2[C@H](c3ccccc31)[C@@H](CO)N2C(=O)Nc1ccccc1	-14	4	-39	2.3
C[C@@H]1CN([C@H](C)CO)S(=O)(=O)c2ccc(-c3ccccc3)cc2O[C@@H]1CN(C)C(=O)C1CCC1	10	/	89	2.6
C[C@H](CO)N1C[C@H](C)[C@@H](CN(C)S(=O)(=O)c2ccc(F)cc2)Oc2c(NC(=O)CCCCCC(=O)Nc3ccccc3N)cccc2C1=O	-69	-7	/	15
Cc1noc(C)c1S(=O)(=O)Nc1ccc2c(c1)C(=O)N([C@@H](C)CO)C[C@H](C)[C@H](CN(C)S(=O)(=O)c1ccc(F)cc1)O2	9	5	10	2.8
CC(C)NC(=O)N(C)C[C@@H]1Oc2ncc(C#CCC3CCCC3)cc2C(=O)N([C@@H](C)CO)C[C@H]1C	/	-6	22	3.1
C[C@@H]1CN([C@H](C)CO)C(=O)c2cc(NC(=O)Nc3ccccc3)ccc2O[C@H]1CN(C)Cc1ccc(C(F)(F)F)cc1	-22	-1	16	1.2
NCC[C@H]1CC[C@@H](NC(=O)C2CCCCC2)[C@H](CO)O1	16	0	/	-0.3
O=S(=O)(c1cccs1)N1CCCCN2[C@H](CO)[C@H](c3ccc(/C=C/c4ccccc4)cc3)[C@H]2C1	-60	67	48	-0.9
C[C@H](CO)N1C[C@H](C)[C@@H](CN(C)Cc2ccc(-c3ccccc3)cc2)Oc2ccc(NC(=O)Cc3ccccc3)cc2C1=O	-7	-10	-52	0.0
CO[C@H]1CN(C)C(=O)c2ccc(NS(=O)(=O)c3ccc(C)cc3)cc2OC[C@H](C)NC[C@@H]1C	7	-3	/	1.8
O=C(c1ccccc1)N1CC[C@H]2[C@H](CO)Nc3ccc(-c4ccc(F)cc4)cc3[C@H]21	-48	-2	59	-2.2
COc1ccc(CN(C)C[C@H]2Oc3c(NC(=O)Nc4ccc(F)cc4)cccc3C(=O)N([C@H](C)CO)C[C@@H]2C)cc1	-3	3	14	0.1
CCCNC(=O)N[C@H]1CC[C@@H](CCNS(=O)(=O)c2cccc(F)c2)O[C@@H]1CO	-4	/	-13	1.5
C/C=C/c1cnc2c(c1)C(=O)N([C@H](C)CO)C[C@H](C)[C@H](CN(C)C(=O)NC1CCCC1)O2	6	5	29	0.4
C[C@@H]1CN([C@H](C)CO)S(=O)(=O)c2ccc(C#CC3CCCC3)cc2O[C@@H]1CN(C)C(=O)Cc1ccccc1	-3	8	/	-0.2
CN(C)C(=O)C[C@@H]1CC[C@@H]2[C@H](COC[C@H](O)CN2S(=O)(=O)c2ccccc2Cl)O1	31	5&2	24	2.6
Cc1cccc(-c2ccccc2[C@@H]2[C@H](C#N)N(c3ncc(-c4ccccc4)s3)[C@H]2CO)c1	23	-15	/	-2.5
O=C(C[C@@H]1C=C[C@H](NS(=O)(=O)c2ccccc2)[C@@H](CO)O1)N1CCc2ccccc2C1	-13	0	-3	-1.3
O=C(N[C@@H]1C=C[C@@H](CC(=O)N2CCc3ccccc3C2)O[C@@H]1CO)C1CCC1	-35	1	/	2.4
C[C@@H]1CCCCO[C@H](CN(C)S(=O)(=O)c2cccs2)[C@@H](C)CN([C@@H](C)CO)C(=O)c2cc(NC(=O)NC3CCCCC3)ccc2O1	-76	-2	91	-1.9
CNC[C@@H]1OCCCC[C@@H](C)Oc2ccc(NS(=O)(=O)c3ccc(C)cc3)cc2C(=O)N([C@H](C)CO)C[C@H]1C	31	-3	93	-3.7
C[C@H](CO)N1C[C@H](C)[C@H](CN(C)C(=O)Nc2ccc(F)cc2)Oc2c(NC(=O)NC3CCCCC3)cccc2C1=O	-13	-15	10	0.0
CCS(=O)(=O)NCC[C@H]1CC[C@@H](NC(=O)C2CCCCC2)[C@H](CO)O1	-8	4	33	0.7
C[C@@H]1CCCCO[C@H](CN(C)C(=O)CCCN(C)C)[C@@H](C)CN([C@@H](C)CO)C(=O)c2cc(NC(=O)c3ccncc3)ccc2O1	0	5	15	2.2
CO[C@H]1CN(C)C(=O)c2ccc(NC(=O)CC(F)(F)F)cc2OC[C@@H](C)N(C(=O)c2ccccc2F)C[C@H]1C	7	-2	/	-0.1
CC(C)NC(=O)N(C)C[C@@H]1OCc2ccccc2-c2c(n(C)c3ccccc23)C(=O)N([C@H](C)CO)C[C@H]1C	16	/	-96	1.7
C[C@H](CO)N1C[C@H](C)[C@@H](CN(C)S(=O)(=O)c2ccccc2)Oc2ccc(NS(=O)(=O)c3ccc(Cl)cc3)cc2CC1=O	-18	0	-9	0.0
O=C(C[C@@H]1C[C@H]2c3cc(NC(=O)C4CCC4)ccc3O[C@H]2[C@@H](CO)O1)NCc1ccccc1	31	/	-19	1.5
Cc1ccc(S(=O)(=O)Nc2ccc3c(c2)CC(=O)N([C@@H](C)CO)C[C@@H](C)[C@@H](CN(C)C(=O)Nc2ccc4c(c2)OCO4)O3)cc1	14	-13	15	-1.8
COc1ccc(-c2ccc3c(c2)O[C@H](CN(C)C(=O)c2ccccc2F)[C@@H](C)CN([C@@H](C)CO)S3(=O)=O)cc1	-69	-5	106*	-0.1
C/C=C/c1ccc([C@H]2[C@H]3CN(C(=O)Nc4cccc(OC)c4)CC(=O)N3[C@H]2CO)cc1	-21	-4	/	0.0
C[C@@H]1CN([C@H](C)CO)C(=O)Cc2cc(NS(=O)(=O)c3ccc(Cl)cc3)ccc2O[C@@H]1CN(C)Cc1ccc(Cl)c(Cl)c1	8	37	90	-0.1
CCCN1C[C@@H](C)[C@H](OC)CN(C)C(=O)c2cc(NC(=O)c3ccccc3F)ccc2OC[C@@H]1C	-42	/	-1	0.1
CCCNC(=O)Nc1ccc2c(c1)OC[C@@H](C)N(Cc1cncnc1)C[C@H](C)[C@@H](OC)CN(C)C2=O	-21	/	55	0.3
C[C@H](CO)N1C[C@H](C)[C@H](CN(C)Cc2ccc(Cl)c(Cl)c2)Oc2c(NC(=O)Nc3cccc4ccccc34)cccc2C1=O	-56	-1	60	-3.3
C[C@@H]1CN([C@H](C)CO)C(=O)c2cc(NC(=O)CCC(F)(F)F)ccc2O[C@H]1CN(C)C	7	1	/	1.0
FC(F)(F)c1cccc(CN2[C@@H]3CNC[C@H]2C3c2ccc(-c3ccncc3)cc2)c1 (some centres not stated)	-25	6	/	0.5
COCC(=O)N1C[C@@H]2[C@H](c3ccccc31)[C@@H](CO)N2C(=O)c1ccccc1F	3	2	20	-0.9
COCC(=O)Nc1ccc2c(c1)OC[C@H](C)N(C(=O)NC(C)C)C[C@H](C)[C@H](OC)CN(C)C2=O	3	/	-1	1.4
